Source: PubChem BioAssay
TRHR PAM – qHTS for Small Molecule Agonists and Allosteric Enhancers of Human TRH Receptor: Primary Screen for Enhancers; enhancement, % at 2 µM; Thyrotropin-releasing hormone receptor (Homo sapiens), P34981; hit rate 0.66% among 360,000; AID 493056, 2011; TRHR cells, fluo-8 calcium fluorescence, EC20 TRH enhancement; in the data active = enhancement above about 30%; note: 0% is about no effect
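Enhancer read-out: after compound pinning and an initial kinetic agonist-mode read, an EC20 of TRH (10 nM final) was injected and fluo-8 calcium signal (Ex 480/Em 530) followed at 1 s/cycle for 100 cycles in TRHR-expressing cells.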
D1 PAM – Potentiators of Human D1 Dopamine Receptor: qHTS; potentiation, % at 10 µM; hit rate 0.036% among 360,000; D(1A) dopamine receptor (Homo sapiens), P21728; HEK293 TREx D1 cells, calcium flux, dopamine EC20 potentiation; in the data active = potentiation above about 30%; note: 0% is about no effect
TRHR agonist – qHTS for Small Molecule Agonists and Allosteric Enhancers of Human TRH Receptor: Primary Screen for Agonists; Thyrotropin-releasing hormone receptor (Homo sapiens), P34981; TRHR cells, calcium flux fluo-8, FDSS agonist mode; activation, % at 2 µM; hit rate 0.18% among 360,000; AID 493084, 2011; in the data active = activation above about 30%; note: 0% is about no effect
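Fluo-8-loaded TRHR cells; 10 s baseline, compound added, kinetic Ca2+ fluorescence read 1/s, agonist mode.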
D1 agonist – Allosteric Agonists of the Human D1 Dopamine Receptor: qHTS; activation, % at 2 µM; HEK293 T-REx D1 cells, calcium flux, agonist mode; AID 504660, 2011; hit rate 1% among 360,000; in the data active = activation above about 30%; note: 0% is about no effect
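Inducible HEK293 T-REx D1 cells, force-coupled to calcium signalling, were plated at 4000 cells/well with tetracycline and held overnight at 30 C. After no-wash calcium dye loading, compound-evoked calcium rise over 180 s flagged agonists.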
D1 antagonist – Antagonist of Human D 1 Dopamine Receptor: qHTS; D(1A) dopamine receptor (Homo sapiens), P21728; HEK293 TREx D1 cells, calcium flux, dopamine EC80; stronger effect = lower value; activity change, negative = inhibition, % at 10 µM; hit rate 3.2% among 360,000; in the data active = activity change below about -30%; note: % is set by controls: 0 for no effect and ±100 for the full control effect
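Tetracycline-induced HEK293 T-REx cells with force-coupled D1 receptor were loaded with a no-wash calcium dye. Compound was added after a 10 s baseline and read kinetically for 180 s; EC80 dopamine was then added and calcium flux followed another 180 s.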
Apoferritin bind – qHTS Assay for Identification of Novel General Anesthetics; AID 485281, 2010; apoferritin/1-aminoanthracene competitive binding, fluorescence; hit rate 0.074% among 350,000; Potency, µM (titrated, usually from 77.5 µM), for the others: top-dose activity change, negative = displacement, actives largely listed as inhibitors; note: potency is the fitted concentration of half-maximal effect; % is set by controls: 0 for no effect and ±100 for the full control effect; nearly all actives have a fitted effect of over 20% in size
Target sequence (P02791 2-175 limits assumed): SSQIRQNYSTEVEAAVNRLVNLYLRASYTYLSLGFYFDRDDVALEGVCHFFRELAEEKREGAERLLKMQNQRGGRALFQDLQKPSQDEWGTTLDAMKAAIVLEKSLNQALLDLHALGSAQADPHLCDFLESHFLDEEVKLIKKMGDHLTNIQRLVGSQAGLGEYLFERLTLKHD
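Horse-spleen apoferritin (10 uM) was mixed with 50% saturated 1-aminoanthracene in PBS, exposed to compounds for 10 min at room temperature, and read for fluorescence (ex 380 nm, em 535 nm). Competitive displacement was fitted with a four-parameter Hill equation.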
D2 potentiator – HTS Assay for Positive Allosteric Modulators of the Human D2 Dopamine Receptor: Primary Screen for Potentiators | potentiation, % at 10 µM | hit rate 0.34% among 340,000 | D(2) dopamine receptor (Homo sapiens), P14416 | HEK293 T-REx D2, calcium flux, EC20 dopamine potentiation;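 active = potentiation over 3 SD above the plate norm, cut at about 30% in these data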; note: 0% is about no effect
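Primary screen. Calcium kinetics in induced HEK293 T-REx D2 cells: compound pre-addition 180 s, EC20 dopamine, 180 s more.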
RXFP1 ag – qHTS Assay for Agonists of the Relaxin Receptor RXFP1 | Relaxin receptor 1 (Homo sapiens), Q9HBX9 | HEK293T-RXFP1 cAMP TR-FRET, 30 min; response scale: percent of porcine relaxin response, buffer zero | Potency, µM (titrated, usually from 57.5 µM), without a hit: top-dose activation, usual class: activators | hit rate 0.3% among 370,000 | AID 2676, 2010; note: potency is the fitted concentration of half-maximal effect; % is set by controls: 0 for no effect and ±100 for the full control effect; nearly all actives have a fitted effect of over 60% in size; many of its hits are not listed in these tables
Target sequence (Q9HBX9 whole entry, looked up): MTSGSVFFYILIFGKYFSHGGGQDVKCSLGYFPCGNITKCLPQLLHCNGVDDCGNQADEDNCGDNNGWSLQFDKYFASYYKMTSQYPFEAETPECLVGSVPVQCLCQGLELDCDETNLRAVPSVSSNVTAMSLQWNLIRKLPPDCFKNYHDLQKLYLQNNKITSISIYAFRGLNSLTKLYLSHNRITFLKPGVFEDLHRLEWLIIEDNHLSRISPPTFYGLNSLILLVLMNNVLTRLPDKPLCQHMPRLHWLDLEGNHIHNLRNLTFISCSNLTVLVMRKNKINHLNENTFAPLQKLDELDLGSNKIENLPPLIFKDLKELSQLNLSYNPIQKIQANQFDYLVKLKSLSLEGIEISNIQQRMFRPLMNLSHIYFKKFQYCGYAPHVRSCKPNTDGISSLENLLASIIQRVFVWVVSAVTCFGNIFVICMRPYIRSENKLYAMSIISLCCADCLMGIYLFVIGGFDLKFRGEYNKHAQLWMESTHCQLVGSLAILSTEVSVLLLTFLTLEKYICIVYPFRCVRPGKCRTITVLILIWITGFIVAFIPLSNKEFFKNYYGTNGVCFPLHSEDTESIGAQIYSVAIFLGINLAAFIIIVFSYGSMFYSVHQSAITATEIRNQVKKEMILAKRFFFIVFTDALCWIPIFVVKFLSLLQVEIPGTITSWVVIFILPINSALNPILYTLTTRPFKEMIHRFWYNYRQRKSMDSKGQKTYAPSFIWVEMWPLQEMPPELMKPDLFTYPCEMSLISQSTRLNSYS
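HEK293 cells stably expressing RXFP1, treated 30 min at 37C with compounds plus PDE4 inhibitor Ro 20174; cAMP measured by HTRF TR-FRET. Normalized to buffer and 29 nM porcine relaxin; EC50 by Hill fit.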
RXFP1 antagonist – qHTS Assay for Antagonists of the Relaxin Receptor RXFP1 | AID 1259400, 2018 | Relaxin receptor 1 (Homo sapiens), Q9HBX9 | hit rate 0.59% among 350,000 | activity change, negative = inhibition, % at 57.5 µM | HEK293-RXFP1, relaxin-stimulated cAMP HTRF, 30 min; stronger effect = lower value;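 active = activity change of -60% or lower, but not beyond a set lower limit; inconclusive = change between -60% and -40%, or beyond the set limit; inactive = change above -40%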; note: % is set by controls: 0 for no effect and ±100 for the full control effect
Active calls of the source: *; ? = inconclusive; . = no result given; & = joins results of further samples. Unless noted, calls come from the whole dose curve; as a rule, active = well fitted curve in the direction sought with a large enough effect; inconclusive = small, poorly fitted or top-dose-only effect, or another doubt; inactive = no such curve, though single readings can be large; an effect the other way counts as inactive or inconclusive.

item	Molecule	TRHR PAM	D1 PAM	TRHR agonist	D1 agonist	D1 antagonist	Apoferritin bind	D2 potentiator	RXFP1 ag	RXFP1 antagonist
1	Cc1cc(C)cc(N(CC(=O)Nc2cccc(C)c2C)S(=O)(=O)c2c(C)[nH]c(=O)[nH]c2=O)c1	2&-1	3&-2	0.3&0.0	1&0	17&-3	-3%&-3%	6&-4	-0.8%&-2.4%	6&-5
2	CC(=O)Nc1ccc(C(=O)N2CCN(C(=O)c3ccco3)CC2)cc1	0	-3	0.1	5	-6	-2%	-2	-0.3%	-3
3	CCOC(=O)[C@H]1[C@H]2COc3ccc(OC)cc3[C@@H]2N2C(=O)CN(Cc3ccc(Cl)cc3)C(=O)[C@@]12C	-4	-4	-0.7	-4	.	.	2	1.3%	.
4	CCCCn1c(CN2CCN(C(=O)OCC)CC2)nc2c1c(=O)[nH]c(=O)n2C	-2	-4	-0.8	0	-6	-12%	6	4.6%	2
5	CCc1ccc(NC(=O)CN2C(=O)C3(SCC(=O)N3c3ccc(F)c(F)c3)c3ccccc32)cc1 (stereo unspecified)	-6	-2	-1.8	7	-5	-13%	4	0.2%	.
6	CCC1CCCCN1C(=O)CSc1nnc(-c2ccc(Cl)cc2)o1 (stereo unspecified)	-11	.	-0.2	13	-12	-5%	3	0.0%	-6
7	COc1cc2c(cc1NC(=O)CN1CCN(S(=O)(=O)c3ccc(F)cc3)CC1)oc1ccccc12	1	-4	-0.3	6	0	-5%	-3	0.5%	-11
8	O=C(COc1ccccc1)NS(=O)(=O)c1ccccc1	-5	3	0.5	-1	-1	-2%	6	2.6%	17
9	CSc1nnc(-c2ccccc2N=Cc2c(C)[nH]n(-c3ccc4ccccc4c3)c2=O)c(=O)[nH]1	-2	1	-0.3	3	-9	-14%	-6	-0.4%	6
10	O=[N+]([O-])c1cc(C(F)(F)F)cc([N+](=O)[O-])c1NCCCN1CCOCC1	4	8	0.1	0	1	-21%	0	-1.0%	-26
11	CCc1cccc(OCC(=O)Nc2c[nH]c(=O)[nH]c2=O)c1	1	2	0.0	2	-5	-1%	-4	4.5%	-3
12	CCn1c(SCCN2CCCCC2)nnc1-c1ccc(S(=O)(=O)N2CCOCC2)cc1	1	-1	-0.3	3	-17	-14%	-1	0.6%	-2
13	COc1ccc([N+](=O)[O-])cc1N(CC(=O)NCc1ccco1)S(C)(=O)=O	-1	-4	0.1	3	6	-5%	12	0.5%	-1
14	CCN(C(=O)CSc1nc2ccccc2c(=O)n1Cc1ccc(C)cc1)C1CCS(=O)(=O)C1 (stereo unspecified)	0	3	0.6	-1	8	.	-13	3.1%	21
15	Cc1ccc(OCCN2CCCC2)cc1	33*	-1	0.0	1	0	-4%	.	0.4%	-3
16	CC1(CC(=O)O)C(=O)N=C2C=CC=CN21 (stereo unspecified)	-11	-5	-0.5	0	-12	-4%	.	-0.5%	-2
17	CCOC(=O)c1nc(NCc2cccnc2)c2ccccc2n1	4	3	0.4	1	-3	-5%	6	5.8%	-14
18	Cn1cccc1-c1cc2n(n1)CCC(=O)N2CCCC(=O)NCc1ccc(F)cc1	-3	0	-0.6	1	3	-12%	-2	3.5%	-2
19	Cc1ccc(-n2ncc3c(N(CC(C)C)CC(C)C)ncnc32)c(C)c1	2	3	-0.3	0	-7	18%	-26	0.2%	-38
20	CCn1nccc1C(=O)Nc1cccc(C)c1C	4	0	0.0	6	15	-14%	1	-1.7%	5
21	CCCn1c2ccccc2c2nnc(SC(CC)C(=O)Nc3sc4c(c3C#N)CCCC4)nc21 (stereo unspecified)	8	-3	25	-2	.	-16%	12	-1.0%	-7
22	CN(C)c1ccnc(Oc2ccc(F)cc2)c1C#N	4	-9	0.2	7	-14	-16%	-12	2.4%	-8
23	COc1ccc(-n2nc(C(=O)O)c3ccccc3c2=O)c(OC)c1	3	3	0.2	4	4	2%	-5	-0.3%	15
24	Cc1cccc(C)c1N1CCN(S(=O)(=O)c2ccccc2)CC1	-1	-4	0.6	-1	.	-4%	-14	-1.4%	-2
25	OC(CNCc1ccccc1Cl)C(F)(F)F (stereo unspecified)	4	2	-0.4	3	.	-11%	.	0.0%	3
26	Cc1cccc(NC(=O)N2CCCC2C(=O)NCc2ccccc2)c1 (stereo unspecified)	-10	2	-2.0	2	0	-11%	3	-0.5%	11
27	COCCN1C(=O)c2ccc(C(=O)Nc3cccnc3)cc2C1=O	-3	-5	0.0	2	2	-5%	-3	-0.4%	-2
28	CCC(C)n1cnc2c(c1=O)c1nc3ccccc3nc1n2Cc1ccccc1OC (stereo unspecified)	1	1	-0.6	2	30	-21%	8	2.2%	-7
29	COC(=O)CSc1nc(NC#N)nc(NC(C)C)n1	2	-9	0.8	3	5	-5%	-5	1.2%	-19
30	Cc1ccc(-c2nc3cc(C(C)C)ccc3o2)cc1NC(=O)c1cc([N+](=O)[O-])ccc1N1CCOCC1	-4	-4	1.6	1	-11	-13%	-2	1.5%	.

Reformatted with two lines to a compound: entries from further up
Values in the order – TRHR PAM	D1 PAM	TRHR agonist	D1 agonist	D1 antagonist	Apoferritin bind	D2 potentiator	RXFP1 ag	RXFP1 antagonist
#19 Cc1ccc(-n2ncc3c(N(CC(C)C)CC(C)C)ncnc32)c(C)c1
→ 2	3	-0.3	0	-7	18%	-26	0.2%	-38
#22 CN(C)c1ccnc(Oc2ccc(F)cc2)c1C#N
→ 4	-9	0.2	7	-14	-16%	-12	2.4%	-8
#17 CCOC(=O)c1nc(NCc2cccnc2)c2ccccc2n1
→ 4	3	0.4	1	-3	-5%	6	5.8%	-14

Additional compounds
item	Molecule	TRHR PAM	D1 PAM	TRHR agonist	D1 agonist	D1 antagonist	Apoferritin bind	D2 potentiator	RXFP1 ag	RXFP1 antagonist
31	N#Cc1sc(NCc2ccccn2)nc1Cl	-3	13	0.5	4	-6	3%	-11	1.9%	-5
32	COc1ccc(CN2CCCCC2C(=O)Nc2ccc(OC)c(OC)c2)cc1OC (stereo unspecified)	-5	1	-0.6	0	-14	-8%	.	2.3%	-8
33	CCC1C(=O)CC(c2ccc([N+](=O)[O-])cc2)NC1c1ccc([N+](=O)[O-])cc1 (stereo unspecified)	1	-3	0.4	7	1	-12%	4	0.9%	7
34	Cc1ccc(NC(=O)c2cc(N(C)C)ccc2[P+](=O)O)cc1	9	-4	-0.8	2	-29	-12%	5	0.1%	2
35	NNC(=O)CN1C(CN2CCOCC2)=Nc2ccc(Br)cc2C1c1ccccc1 (stereo unspecified)	1	3	0.6	0	9	-17%	-24	-0.1%	-13
36	O=C(Cn1c(NCCO)nc2ccccc21)NCCc1ccc(F)cc1	1	3	-0.3	0	15	0%	1	-1.1%	-4
37	COc1cc(NC(=O)CCc2c(C)nn(-c3ccc(N4CCCCC4)nn3)c2C)cc(OC)c1OC	5	-4	-0.6	1	3	2%	-11	3.8%	5
38	Cc1cc(C)n2nc(CNC(=O)c3c(F)cccc3F)nc2n1	5	-2	1.0	3	1	-2%	20	-2.7%	-2
39	O=C(O)CCN(CCC(=O)O)S(=O)(=O)c1ccccc1	1	-2	0.2	2	-2	-5%	0	0.6%	-6
40	Cc1csc(NC(=O)c2cncc(Br)c2)n1	3	3	0.5	1	-20	-5%	-1	-0.9%	0
41	Cn1cc(CC(=O)NCCCN2CCCC2=O)c2ccccc21	2	0	0.6	2	3	-3%	-10	0.2%	.
42	COc1cc2c(cc1OC)C(COc1cc(C)cc(C)c1)N(C(=O)COc1ccccc1)CC2 (stereo unspecified)	14	0	-0.3	2	-12	-1%	-4	4.6%	.
43	CCOC(=O)CC(=O)Nc1c(C)cc(C)cc1C	2	3	-1.2	0	9	6%	15	-0.8%	9
44	O=C(COC(=O)c1c[nH]c(=O)[nH]c1=O)Nc1ccccc1F	6	2	0.3	6	5	-2%	8	-1.5%	5
45	O=C(O)COc1cccc(NC(=O)C2CCCO2)c1 (stereo unspecified)	5	3	1.1	3	-9	5%	-11	-0.3%	3
46	COc1ccc(C(=O)Nc2ccc(C(=O)Nc3nccs3)cc2)cc1[N+](=O)[O-]	4	4	-0.1	0	-14	6%	17	1.3%	.
47	CC(C)(C)C(=O)Nc1ccc(C(=O)N/N=C/c2ccccc2OC(=O)c2ccc(Cl)cc2)cc1	8	0	0.0	-2	-4	0%	-3	0.8%	-32
48	CCN(c1cc(C)cc(C)c1)S(=O)(=O)c1nnc(NC(=O)c2cccc(F)c2)s1	-1	-1	0.5	3	-8	?	-11	-1.2%	?
49	CCN(CC)CCn1c2c(c(SCC(=O)Nc3ccc(C)c(F)c3)nc1=O)CCC2	-11	0	1.2	2	-2	.	3	1.3%	2
50	CCOc1cccc(C2Oc3nc(SC)nnc3-c3ccccc3N2C(C)=O)c1OC (stereo unspecified)	6	4	-0.5	-2	18	-4%	5	5.7%	-4
51	O=C(COc1ccc(Cl)cc1)NCCN1CCCC1	1	6	0.0	6	-27	-5%	-17	0.7%	2
52	O=c1c2ccccc2c(C=NC2CCS(=O)(=O)C2)c(O)n1-c1ccccc1 (stereo unspecified)	-5	-3	1.2	3	6	-23%	5	2.5%	-1
53	O=S(=O)(Nc1ccncc1)c1ccc(Cl)c(Cl)c1	-3	5	0.3	2	-18	-6%	1	1.5%	0
54	COC(=O)c1[nH]c2cccc(OC)c2c1NC(=O)CCN1CCC(C(N)=O)CC1	1	-2	-0.2	-1	-14	-4%	8	-1.1%	.
55	CCCCN(CCCC)CCNC(=O)c1cc(=O)[nH]c2ccc(S(=O)(=O)N3CCCCCC3)cc12	6	-1	0.1	-2	11	-4%	-7	-2.0%	5
56	COc1ccc2sc(-c3ccccc3OC)c(C#CCCO)c2c1	1	0	-0.6	-1	.	.	-6	7.1%	.
57	CCCC(=O)Nc1ccccc1NC(=O)CCC	4	1	0.8	2	5	5%	.	-0.5%	10
58	COc1ccccc1CN(C)C(=O)COC(=O)c1cc(C)oc1C	2	-3	1.0	5	24	.	3	-0.1%	5

Some of the compounds tested; rates above refer to the full screens.
